Screening results: PubChem, Sanford-Burnham Center for Chemical Genomics
tim10-1 inh – tim10-1 yeast growth inhibition; S. cerevisiae tim10-1 ts strain growth, BacTiter-Glo, 24 h; inhibition, % at 20 µM; AID 463190; 330,000 tested, 2.2% active;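 active means inhibition of at least 40%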;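 further: mutant grown at 25 °C; 0% = DMSO wells with yeast and 100% = wells holding no yeast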
NALP3 yeast inh – NALP3 inhibition in yeast. Yeast reconstituted NLRP3/ASC/caspase-1, beta-gal luminescence, 24 h. inhibition, % at 10 µM. 330,000 tested, 0.39% active;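 active means inhibition of 50% or more; inactive means inhibition below 50%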;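 further: plate controls were induced DMSO wells for no effect and uninduced yeast grown without galactose for full effect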
tim23-1 inh – growth inhibitors of tim23-1 mutant yeast. inhibition, % at 20 µM. 330,000 tested, 1.3% active. AID 463212. S. cerevisiae tim23-1 growth, BacTiter-Glo luminescence, 24 h;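 active means growth inhibition of the mutant yeast at or above 50%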;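 further: temperature-sensitive mutant grown at 25 °C; plate controls were DMSO-treated mutant yeast for no effect and medium wells lacking yeast for full effect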
XBP1 UPR activ – adaptive UPR (XBP1) activation | CHO-XBP1 luciferase reporter, IRE1-XBP1 UPR activation, luminescence; percent of tunicamycin response, DMSO as zero | 330,000 tested, 0.33% active | AID 463104 | activation, % at 20 µM;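 active means versus positive control, 20 µM dose yields 30% or more activation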;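 further: 100% = tunicamycin at 10 µg/mL and 0% = DMSO only wells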
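Material – CHO cell line with stable XBP1 luciferase reporter · Buffer or medium – F12 plus 10% FBS · Compound – single point, 20 µM final compound, 1% DMSO · Schedule – 16-18 h cell attachment at 37 °C, then 6 h compound exposure · Signal – Steady-Glo luminescence read · Benchmarks – high control tunicamycin 10 µg/mL final, low control DMSO vehicle only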
Mdm2-MdmX inh – human Mdm2/MdmX binding inhibition; SaOS-2 split-luciferase Mdm2/MdmX complementation, luminescence; inhibition, % at 8 µM; 330,000 tested, 3% active;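 active means inhibition of at least 50% at 8 µM in the primary screen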
Target sequence (O15151 whole entry, looked up): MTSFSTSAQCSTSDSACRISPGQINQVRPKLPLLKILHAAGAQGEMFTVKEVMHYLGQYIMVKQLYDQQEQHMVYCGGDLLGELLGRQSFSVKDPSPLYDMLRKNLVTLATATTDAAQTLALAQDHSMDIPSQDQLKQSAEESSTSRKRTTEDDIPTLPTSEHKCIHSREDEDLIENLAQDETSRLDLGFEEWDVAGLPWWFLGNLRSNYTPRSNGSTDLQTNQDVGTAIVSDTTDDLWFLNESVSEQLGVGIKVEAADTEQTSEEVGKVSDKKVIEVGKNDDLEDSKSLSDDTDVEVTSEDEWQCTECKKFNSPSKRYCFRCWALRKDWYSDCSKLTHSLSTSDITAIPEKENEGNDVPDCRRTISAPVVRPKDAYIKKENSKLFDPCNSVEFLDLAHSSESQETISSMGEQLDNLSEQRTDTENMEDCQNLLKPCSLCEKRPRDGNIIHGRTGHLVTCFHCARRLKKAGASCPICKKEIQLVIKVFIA
Target sequence (Q00987 whole entry, looked up): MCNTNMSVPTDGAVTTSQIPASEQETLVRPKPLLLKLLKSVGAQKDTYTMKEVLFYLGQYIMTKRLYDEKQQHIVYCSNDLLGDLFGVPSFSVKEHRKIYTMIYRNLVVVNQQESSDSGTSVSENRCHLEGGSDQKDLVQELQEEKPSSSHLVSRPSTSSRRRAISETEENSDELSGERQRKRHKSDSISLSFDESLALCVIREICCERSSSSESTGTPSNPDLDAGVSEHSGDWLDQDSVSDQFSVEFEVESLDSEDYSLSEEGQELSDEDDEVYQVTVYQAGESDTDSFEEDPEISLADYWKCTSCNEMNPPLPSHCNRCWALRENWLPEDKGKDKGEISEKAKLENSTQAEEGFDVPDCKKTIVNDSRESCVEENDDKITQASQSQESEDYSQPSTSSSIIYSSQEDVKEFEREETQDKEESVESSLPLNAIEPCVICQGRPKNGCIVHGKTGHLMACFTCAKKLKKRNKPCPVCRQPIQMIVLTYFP
TIM10 inh – growth inhibitors of TIM10 yeast strain. S. cerevisiae TIM10 strain growth, BacTiter-Glo luminescence, 24 h. inhibition, % at 10 µM. 330,000 tested, 1.4% active;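 active means inhibition of 40% or more at the single tested concentration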;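 further: wild-type TIM10 isogenic control strain grown at permissive 25 °C; 0% = DMSO yeast wells and 100% = minimal medium wells without yeast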
CHOP UPR activ – activators of apoptotic arm of unfolded protein response (CHOP) | CHO-CHOP luciferase reporter, UPR activation, luminescence; percent of tunicamycin response over DMSO baseline | activation, % at 10 µM | 330,000 tested, 0.34% active;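 active means at 10 µM dose, activation of 40% or more, normalized to positive control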;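 further: 100% = tunicamycin at 10 µg/mL and 0% = DMSO alone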
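Evaluation: % reporter activation, DMSO baseline versus tunicamycin full activation; System: CHO-CHOP luciferase reporter cell line; Input: 500 cells/well; Incubation: 6 h compound treatment, 37 °C; Measured by: Steady-Glo luciferase luminescence; Dosing: one dose, 10 µM in 0.5% DMSO; Buffer or medium: F12 medium, 10% FBS; Benchmarks: positive tunicamycin 10 µg/mL, negative DMSO alone.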
GRIN3A LBD mod – modulators (binders) of human NR3A ligand-binding domain | NR3A LBD differential scanning fluorimetry, Tm shift; 0% = protein alone, 100% = glycine-bound protein | Tm shift relative to glycine control, % at 25 µM | 340,000 tested, 2.5% active;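 active means melting temperature shift of at least 10% of the positive control shift, at one fixed dose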
APJ agonist – activates the human apelin receptor APJ; P35414; CHO-K1 APJ PathHunter beta-arrestin, luminescence; 0% DMSO wells, 100% apelin; activation, % at 20 µM; 330,000 tested, 0.11% active; AID 2520;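 active means activation more than six SD over the plate average, tested at 20 µM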;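 further: 0% = DMSO alone and 100% = apelin-13 at 10 nM; some results filed as inactive read as strong as hits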
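Test system: CHO-K1 APJ beta-arrestin complementation cell line | Compound: Single test compound dose, 20 µM final, 1% DMSO | Incubation: Compound 90 min 25 °C, reagent 1 h | Measured by: beta-gal luminescence | Read-out basis: APJ–arrestin association signal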
An asterisk follows results filed as active.

#	SMILES	tim10-1 inh	NALP3 yeast inh	tim23-1 inh	XBP1 UPR activ	Mdm2-MdmX inh
1	COc1ccc(/C=C/C(=O)NC(=S)NNC(=O)c2cc(OC)c(OC)c(OC)c2)cc1	-6	42	3	5	13
2	NS(=O)(=O)c1ccc(CNC(=O)CSc2nc3ccc(Cl)cc3[nH]2)cc1	-8	17	-7	-2	3
3	CN(Cc1c(C(=O)N2CCc3ccccc3C2)nc2ccc(Cl)cn12)C(C1CC1)C1CC1	3	14	26	-2	-21
4	C[C@@H](NC(=O)c1nc[nH]c1C(=O)N1CCN(c2ccccc2)CC1)c1ccccc1	16	3	24	0	17
5	CCSc1nc(-c2cccs2)nc2ccccc12	4	4	-10	0	-12
6	Cn1c(=O)c2c(SCc3ccccc3)nc(C3CC3)nc2n(C)c1=O	1	2	5	-2	12
7	O=C(NCc1ccccn1)c1cccc(NS(=O)(=O)c2cccc(F)c2)c1	16	-2	1	-1	1
8	S=C1N(c2ccccc2)C(c2cccc3ccccc23)N2CCCN12 (stereo not given)	13	-56	3	2	-1
9	CC1Oc2ccccc2C=C1/C=N/NC(=O)c1ccccc1 (stereo not given)	8	18	30	0	-69
10	O=C(NC(=S)NC1CCCCC1)c1ccccc1	33	32	62*	2	-7
11	C/C(=N\NC(=O)c1nnn(-c2nonc2N)c1-c1ccccc1)c1ccco1	-6	-8	-10	-4	21
12	CCOC(=O)Nc1sc(C)c(C)c1C(N)=O	2	-6	3	0	-12

#	TIM10 inh	CHOP UPR activ	GRIN3A LBD mod	APJ agonist
1	-7	-1.3	-4	-4
2	-4	-1.0	-1	2
3	-14	0.7	-1	-2
4	2	1.6	0	-5
5	-2	-2.7	1	-3
6	-13	-0.2	1	-1
7	-3	2.1	-4	1
8	12	2.8	3	0
9	3	3.9	-15	-1
10	29	4.8	5	4
11	-7	-1.4	2	-7
12	1	4.0	-4	0

Next part, starting with the last 3 of the part before.
#	SMILES	tim10-1 inh	NALP3 yeast inh	tim23-1 inh	XBP1 UPR activ	Mdm2-MdmX inh
10	O=C(NC(=S)NC1CCCCC1)c1ccccc1	33	32	62*	2	-7
11	C/C(=N\NC(=O)c1nnn(-c2nonc2N)c1-c1ccccc1)c1ccco1	-6	-8	-10	-4	21
12	CCOC(=O)Nc1sc(C)c(C)c1C(N)=O	2	-6	3	0	-12
13	CC(C)OCCCNC(=O)c1ccc2c(c1)S(=O)(=O)c1ccccc1C2=O	0	17	16	5	7
14	Cn1c(N2CCC(C(N)=O)CC2)nc2c1c(=O)n(Cc1ccc(Br)cc1)c(=O)n2C	5	3	11	1	8
15	O=C(O)CC(c1ccccc1)n1cnnn1 (stereo not given)	14	-6	12	-1	32
16	CN(CC(=O)Nc1ccc(Cl)c(C(F)(F)F)c1)C(=O)CCN1C(=O)C2CC=CCC2C1=O (stereo not given)	-16	-4	-1	-4	18
17	COc1ccc(S(=O)(=O)NC(C)C(=O)O)cc1 (stereo not given)	-8	-2	18	0	-29
18	CC(C)NC(=O)CCCc1c[nH]c2ccccc12	-3	3	7	1	19
19	O=C(Nc1ccc2c(c1)OCCO2)c1cc(-n2cnnc2)ccc1Cl	-13	9	-22	-5	8
20	CCN(CCNC(=O)C1CCN(S(C)(=O)=O)CC1)c1ccccc1	-22	-7	0	-2	-9
21	COc1cc2ccccc2cc1C(=O)OCC(=O)c1c(N)n(C)c(=O)n(C)c1=O	8	10	14	0	7
22	COc1ccc(NC(=O)CN(c2ccc(OC)c(Cl)c2)S(=O)(=O)c2ccccc2)cc1	28	9	35	-3	-5
23	CC(=O)NC1=NN(C(C)=O)C(c2cccs2)S1 (stereo not given)	18	0	-3	0	14
24	O=C(COC(=O)Cc1ccccc1F)NNC(=O)c1ccc(Cl)cc1	-8	28	-4	-1	5

#	TIM10 inh	CHOP UPR activ	GRIN3A LBD mod	APJ agonist
10	29	4.8	5	4
11	-7	-1.4	2	-7
12	1	4.0	-4	0
13	-8	1.1	10	9
14	14	2.1	1	3
15	4	0.0	0	5
16	-6	1.1	-1	-7
17	7	-2.8	-1	0
18	-3	1.1	0	-1
19	-5	-2.2	0	-3
20	-7	-1.2	-1	3
21	3	-1.6	1	-2
22	12	0.5	1	-1
23	-15	0.7	1	-10
24	-14	-1.9	-2	17

Random excerpt: six records from the list
#	SMILES	tim10-1 inh	NALP3 yeast inh	tim23-1 inh	XBP1 UPR activ	Mdm2-MdmX inh
22	COc1ccc(NC(=O)CN(c2ccc(OC)c(Cl)c2)S(=O)(=O)c2ccccc2)cc1	28	9	35	-3	-5
19	O=C(Nc1ccc2c(c1)OCCO2)c1cc(-n2cnnc2)ccc1Cl	-13	9	-22	-5	8
16	CN(CC(=O)Nc1ccc(Cl)c(C(F)(F)F)c1)C(=O)CCN1C(=O)C2CC=CCC2C1=O (stereo not given)	-16	-4	-1	-4	18
13	CC(C)OCCCNC(=O)c1ccc2c(c1)S(=O)(=O)c1ccccc1C2=O	0	17	16	5	7
24	O=C(COC(=O)Cc1ccccc1F)NNC(=O)c1ccc(Cl)cc1	-8	28	-4	-1	5
20	CCN(CCNC(=O)C1CCN(S(C)(=O)=O)CC1)c1ccccc1	-22	-7	0	-2	-9

#	TIM10 inh	CHOP UPR activ	GRIN3A LBD mod	APJ agonist
22	12	0.5	1	-1
19	-5	-2.2	0	-3
16	-6	1.1	-1	-7
13	-8	1.1	10	9
24	-14	-1.9	-2	17
20	-7	-1.2	-1	3

Remaining list, next part
#	SMILES	tim10-1 inh	NALP3 yeast inh	tim23-1 inh	XBP1 UPR activ	Mdm2-MdmX inh
25	CCn1cc(C(=O)N2CCCC(N3CCN(c4ccccc4C)CC3)C2)cn1 (stereo not given)	1	21	-2	-4	10
26	CCOC(=O)c1nc2cc3n(c(CC(C)C)c-2c1C)CC(C)=C3C	20	2	12	0	22
27	COc1ccc(C/C(=N\O)c2ccc(OC)cc2)cc1	20	23	23	0	-13
28	NC(=O)c1ccc(N2CCNC(=O)C2)c([N+](=O)[O-])c1	7	18	2	-1	21
29	C#CCOCCOCCOCCNc1nc(N2CCN(C(=O)C([C@@H](C)O)n3cc([C@@H](N)CCCCN)nn3)CC2)nc(N2CCN(C(=O)[C@H](CC(N)=O)n3cc(C(N)[C@@H](C)CC)nn3)CC2)n1 (stereo not given in full)	-7	4	-5	-1	4
30	COc1cc2cc(CCCOC(=O)c3ccc(C(F)(F)F)cc3)oc(=O)c2cc1OC	16	15	31	2	31
31	COc1ccccc1N1CCN(CCCn2c(=S)[nH]c3ccccc3c2=O)CC1	2	18	13	-5	-1
32	COc1ccc(Cl)cc1C(=O)OCC(=O)N(CC(C)C)c1c(N)n(Cc2ccccc2)c(=O)[nH]c1=O	14	6	10	-3	20
33	C=CCNC(=O)/C(C#N)=C/c1c(N2CCN(c3ccccc3)CC2)nc2c(C)cccn2c1=O	33	16	21	-1	40
34	CCc1ccc2c(c1)[C@H]1OCC[C@H]1[C@@H](c1cccs1)N2	25	15	25	-1	36
35	COc1ccc(O)c(C(=O)/C=C/c2cc3ccccc3o2)c1	57*	17	39	13	21
36	CCc1ccccc1NNC(=O)c1snnc1C	-28	10	11	-4	17

#	TIM10 inh	CHOP UPR activ	GRIN3A LBD mod	APJ agonist
25	-7	-1.3	-3	-3
26	8	0.8	2	-8
27	16	5.0	-1	6
28	11	2.0	-1	-4
29	9	-1.0	-2	-2
30	11	-0.9	-7	-5
31	23	-0.8	-2	-2
32	9	1.9	-2	1
33	16	1.8	0	-5
34	-4	-1.0	1	1
35	48*	1.0	-13	-7
36	-31	-1.9	-4	6

#	SMILES	tim10-1 inh	NALP3 yeast inh	tim23-1 inh	XBP1 UPR activ	Mdm2-MdmX inh
37	Clc1ccc(OCc2nc(-c3ccncc3)no2)c(Br)c1	-26	17	-30	1	-147
38	CCc1c(C)nc(N2CCN(Cc3ccc4c(c3)OCO4)CC2)[nH]c1=O	10	5	8	-1	29
39	O=C(N[C@@H](Cc1ccccc1)C(=O)NC1CCCCCC1)c1ccco1	35	14	21	2	-4
40	O=C(N/N=C/c1cccs1)C(=O)Nc1cccc(Cl)c1	-6	8	7	7	11
41	O=C(CSc1nnc2c(n1)[nH]c1ccccc12)Nc1ccc2c(c1)OCO2	0	-7	4	2	11
42	CC1(c2ccc3c(c2)OCO3)NC(=O)N(CC(=O)NCCC2=CCCCC2)C1=O (stereo not given)	14	-3	1	-1	7
43	COc1ccc(CC(=O)NCC2CCCN(Cc3ccc(SC)cc3)C2)cc1 (stereo not given)	-2	13	-16	-7	2
44	O=C(CCNC(=O)Cn1cnc2ccccc2c1=O)NCC1CCCO1 (stereo not given)	3	-4	3	-3	16
45	Cc1nonc1CN(C)C(=O)c1cc(COc2ccc(F)cc2Cl)on1	35	12	33	1	-17
46	CC1=C(C(=O)NC(C)CCc2ccccc2)C2(CCC(C)CC2)OC1=O (stereo not given)	38	4	19	1	24
47	COc1ccccc1NC(=O)Nc1ccc(Cl)c(S(=O)(=O)Nc2ccccc2OC)c1	30	17	9	-1	34
48	O=C(c1ccc(S(=O)(=O)Nc2ccccc2)cc1)N1CCC1	-23	32	1	-2	10

#	TIM10 inh	CHOP UPR activ	GRIN3A LBD mod	APJ agonist
37	-63	4.3	1	-3
38	-4	-1.2	1	-1
39	5	2.3	-4	-2
40	15	2.3	0	3
41	-10	1.4	6	1
42	5	1.3	1	5
43	-6	0.2	-2	-1
44	-13	-0.7	1	-2
45	19	1.1	1	0
46	-1	0.7	-1	1
47	15	2.9	11*	-1
48	0	0.1	-8	-2

#	SMILES	tim10-1 inh	NALP3 yeast inh	tim23-1 inh	XBP1 UPR activ	Mdm2-MdmX inh
49	COc1ccc(C2/C(=C(/O)c3ccc4c(c3)CC(C)O4)C(=O)C(=O)N2Cc2ccncc2)cc1 (stereo not given)	-8	0	0	0	19
50	CCn1c(=O)c2cc(C(=O)NCC(OC)OC)sc2c2ccccc21	16	-2	27	2	37
51	COc1cccc(C2c3c(oc4ccccc4c3=O)C(=O)N2CCCN2CCOCC2)c1 (stereo not given)	6	13	2	0	-10
52	C=CCN1C(=O)c2ccc(C(=O)Nc3ccccn3)cc2C1=O	12	9	11	0	5
53	CC1CCN(c2c(NCc3ccc(C(=O)NCc4ccco4)cc3)c(=O)c2=O)CC1	-9	0	-16	-1	-1
54	O=C(O)COc1ccc(Br)cc1C(c1c(C(=O)O)[nH]c2ccccc12)c1c(C(=O)O)[nH]c2ccccc12	-22	6	5	-4	3

#	TIM10 inh	CHOP UPR activ	GRIN3A LBD mod	APJ agonist
49	5	-1.8	-3	-3
50	14	0.6	-1	1
51	-1	-1.4	-2	-2
52	11	1.8	2	-4
53	-9	-2.7	-3	-4
54	2	-0.7	-2	-1

Outcome played no part in choosing rows; about 8.2% have a hit in one of these screens.
